Screening data: PubChem, National Center for Advancing Translational Sciences (NCATS)
RXFP1 ag: RXFP1 (human) receptor agonism; Q9HBX9; HEK293T-RXFP1 cAMP TR-FRET, 30 min; response scale: percent of porcine relaxin response, buffer zero; Potency, µM (series often up to 57.5 µM), inactives show top-dose activation, usual class: activators; 0.3% of 370,000 active; AID 2676; active means well fitted activation curve with a large enough effect; further: potency means the concentration at half of the fitted maximal effect; on the % scale 0 is the no-effect control and ±100 the full control effect; nearly all actives have a fitted effect of over 60% in size; many of its hits are not listed in these tables
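Agonist response is measured as cAMP accumulation in an RXFP1-transfected HEK293T line under PDE4 inhibition. Values are scaled between buffer-only and 29 nM porcine relaxin, and EC50s come from standard Hill equation fits.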
TRHR PAM: allosterically enhances the human TRH receptor. AID 493056. P34981. enhancement, % at 2 µM. 0.66% of 360,000 active. TRHR cells, fluo-8 calcium fluorescence, EC20 TRH enhancement; in the data active means enhancement above about 30%; further: 0% is about no effect
Target sequence (P34981 whole entry, looked up): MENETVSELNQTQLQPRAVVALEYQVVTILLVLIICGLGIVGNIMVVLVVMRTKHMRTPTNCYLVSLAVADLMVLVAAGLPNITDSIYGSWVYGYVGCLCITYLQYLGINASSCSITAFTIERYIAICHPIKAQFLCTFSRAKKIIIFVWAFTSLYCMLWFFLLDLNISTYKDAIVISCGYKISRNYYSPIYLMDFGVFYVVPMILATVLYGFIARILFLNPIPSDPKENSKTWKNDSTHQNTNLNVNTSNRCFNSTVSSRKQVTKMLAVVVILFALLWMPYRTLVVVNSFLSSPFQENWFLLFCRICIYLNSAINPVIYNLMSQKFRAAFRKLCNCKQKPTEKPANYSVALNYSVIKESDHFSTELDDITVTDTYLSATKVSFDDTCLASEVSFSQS
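TRHR-expressing cells loaded with fluo-8 calcium dye were read kinetically (ex 480/em 530) during compound addition, then stimulated with an EC20 of TRH (10 nM final). Enhancement of the Gq-mediated intracellular calcium response was scored.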
D1 PAM: human D1 dopamine receptor positive modulation; 0.036% of 360,000 active; potentiation, % at 10 µM; AID 504651; HEK293 TREx D1 cells, calcium flux, dopamine EC20 potentiation; P21728; in the data active means potentiation above about 30%; further: 0% is about no effect
Target sequence (P21728 whole entry, looked up): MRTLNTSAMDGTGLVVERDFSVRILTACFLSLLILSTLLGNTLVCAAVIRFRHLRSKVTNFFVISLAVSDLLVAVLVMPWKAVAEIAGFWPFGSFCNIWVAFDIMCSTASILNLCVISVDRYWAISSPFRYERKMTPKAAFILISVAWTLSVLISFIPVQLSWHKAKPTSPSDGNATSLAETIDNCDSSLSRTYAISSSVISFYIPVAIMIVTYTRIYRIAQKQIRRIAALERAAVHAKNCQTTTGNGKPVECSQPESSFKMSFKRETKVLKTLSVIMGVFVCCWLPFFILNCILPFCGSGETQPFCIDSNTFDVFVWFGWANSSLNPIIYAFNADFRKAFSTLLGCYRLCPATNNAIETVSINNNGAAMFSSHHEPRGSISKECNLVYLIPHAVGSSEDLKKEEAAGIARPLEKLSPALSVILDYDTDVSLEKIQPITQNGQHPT
D2 ag: D2 dopamine receptor (human) agonism | 0.53% of 340,000 active | AID 485358 | P14416 | activation, % at 2 µM | HEK293 T-REx D2 cells, calcium flux agonist mode;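 active means activation over 3 SD above normal in the single-dose calcium agonist read, cut at about 30% in these data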; further: 0% is about no effect
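Agonism scored from kinetic calcium signal (1 read/sec, 180 s) following compound pin transfer, after a 10 s baseline. Cells: HEK293 Trex line expressing inducible D2 receptor coupled to calcium, dye-loaded after overnight culture at 30 C.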
D2 antag: antagonizes the human D2 dopamine receptor | P14416 | HEK293 TREx D2 cells, calcium flux, dopamine EC80 | inhibition, % at 10 µM | 2% of 340,000 active; in the data active means inhibition above about 30%; further: 0% is about no effect
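Inhibition of EC80 dopamine-driven calcium flux, recorded kinetically, defines activity here; cells are a tetracycline-induced HEK293 T-REx line expressing force-coupled D2.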
RXFP1 antagonist: antagonists of human relaxin receptor RXFP1; HEK293-RXFP1, relaxin-stimulated cAMP HTRF, 30 min; stronger effect = lower value; Q9HBX9; activity change, negative = inhibition, % at 57.5 µM; 0.59% of 350,000 active;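 active means activity change of -60% or lower, but not beyond a set lower limit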; further: on the % scale 0 is the no-effect control and ±100 the full control effect
D2 potentiator: positively modulates the human D2 dopamine receptor allosterically. P14416. HEK293 T-REx D2, calcium flux, EC20 dopamine potentiation. potentiation, % at 10 µM. AID 485347. 0.34% of 340,000 active;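 active means potentiation over 3 SD above the plate norm, cut at about 30% in these data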; further: 0% is about no effect
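Potentiation of an EC20 dopamine calcium response is measured in a force-coupled, tetracycline-inducible Hek293 Trex D2 line. Compound-only kinetic reads over 180 s flag agonists before dopamine addition.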
D1 ag: human D1 receptor agonism. P21728. HEK293 T-REx D1 cells, calcium flux, agonist mode. activation, % at 2 µM. 1% of 360,000 active. AID 504660; in the data active means activation above about 30%; further: 0% is about no effect
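Inducible HEK293 T-REx D1 cells, force-coupled to calcium signalling, were plated at 4000 cells/well with tetracycline and held overnight at 30 C. After no-wash calcium dye loading, compound-evoked calcium rise over 180 s flagged agonists.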
D1 antagonist: antagonists of human D1 dopamine receptor | HEK293 TREx D1 cells, calcium flux, dopamine EC80; stronger effect = lower value | 3.2% of 360,000 active | AID 504652 | activity change, negative = inhibition, % at 10 µM | P21728; in the data active means activity change below about -30%; further: on the % scale 0 is the no-effect control and ±100 the full control effect
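HEK293 T-REx cells expressing inducible, force-coupled D1 receptor; no-wash Ca dye, 30–90 min RT. Cmpd → 180 s read at 1 Hz → EC80 DA → 180 s read.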
Numbers without * were called inactive.

Sample of the layout:
Results for CCOC(=O)c1c(-c2ccc(C)cc2C)csc1NC(=O)CSc1nnnn1C ?
RXFP1 ag: 0.6%; TRHR PAM: 2; D1 PAM: 0; D2 ag: -0.6; D2 antag: 5; RXFP1 antagonist: 2; D2 potentiator: 0; D1 ag: 3; D1 antagonist: 19

Results for O=c1oc2ccccc2c(N2CCCCC2)c1CN1CCCCC1 ?
RXFP1 ag: 0.7%; TRHR PAM: -1; D1 PAM: 2; D2 ag: 0.1; D2 antag: -8; RXFP1 antagonist: -9; D2 potentiator: 0; D1 ag: -4; D1 antagonist: 2

The whole of this part, from the first entry:
Results for CCOC(=O)c1c(-c2ccc(C)cc2C)csc1NC(=O)CSc1nnnn1C ?
RXFP1 ag: 0.6%; TRHR PAM: 2; D1 PAM: 0; D2 ag: -0.6; D2 antag: 5; RXFP1 antagonist: 2; D2 potentiator: 0; D1 ag: 3; D1 antagonist: 19

Results for O=c1oc2ccccc2c(N2CCCCC2)c1CN1CCCCC1 ?
RXFP1 ag: 0.7%; TRHR PAM: -1; D1 PAM: 2; D2 ag: 0.1; D2 antag: -8; RXFP1 antagonist: -9; D2 potentiator: 0; D1 ag: -4; D1 antagonist: 2

How did COc1cccc(C2C(C(=O)c3sc(C)nc3C)=C(O)C(=O)N2CCN2CCOCC2)c1 (stereo not drawn) do in these assays?
RXFP1 ag: -0.3%; TRHR PAM: 3; D1 PAM: -3; D2 ag: -1.0; D2 antag: -9; RXFP1 antagonist: -5; D2 potentiator: -4; D1 ag: 10; D1 antagonist: -1

What do the screens show for `Cc1ccn2c(=O)cc(COc3ccc(NC(=O)COc4ccc(Cl)cc4)cc3)nc2c1`?
RXFP1 ag: 8.5%; TRHR PAM: 3; D1 PAM: 3; D2 ag: 1.1; RXFP1 antagonist: -7; D2 potentiator: 2; D1 ag: 0; D1 antagonist: 6

Results for CCc1ccc(C(=O)CSc2nnc(C3CC3)n2C2CC2)cc1 ?
RXFP1 ag: 1.1%; TRHR PAM: 2; D1 PAM: -1; D2 ag: -2.6; D2 antag: 0; RXFP1 antagonist: 3; D2 potentiator: -5; D1 ag: 1; D1 antagonist: -1

Results for Cc1cccc(N2CCn3c2nc2c3c(=O)n(CCc3ccccc3)c(=O)n2C)c1 ?
RXFP1 ag: 8.6%; TRHR PAM: -4; D1 PAM: -4; D2 ag: -0.1; RXFP1 antagonist: 1; D2 potentiator: -16; D1 ag: 2; D1 antagonist: -2

Results for COc1cc(CNCCc2ccc(S(N)(=O)=O)cc2)ccc1OCC(=O)NC(C)(C)C ?
RXFP1 ag: 0.1%; TRHR PAM: 6; D1 PAM: 0; D2 ag: 1.0; D2 antag: 1; RXFP1 antagonist: 7; D2 potentiator: 5; D1 ag: 2; D1 antagonist: 7

Results for CCc1ccc2c(COC(=O)c3n[nH]c4ccccc34)cc(=O)oc2c1 ?
RXFP1 ag: -0.5%; TRHR PAM: 8; D1 PAM: 3; D2 ag: 0.3; D2 antag: 8; RXFP1 antagonist: -15; D2 potentiator: 3; D1 ag: 3; D1 antagonist: -4

What do the screens show for `C=C(C)C(=O)Nc1cccc(C2=NOC3(C2)C[C@@H](C(N)=O)N(C(=O)CC(c2ccccc2)c2ccccc2)C3)c1` (stereo partly drawn)?
RXFP1 ag: 0.0%; TRHR PAM: 4; D1 PAM: 7; D2 ag: 3.2; D2 antag: -18; D2 potentiator: -12; D1 ag: 0; D1 antagonist: 14

What do the screens show for `Cc1cc(C(=O)N2CCCC(N3CCN(c4cccc(C(F)(F)F)c4)CC3)C2)c(C)o1` (stereo not drawn)?
RXFP1 ag: 24%; TRHR PAM: 4; D1 PAM: 1; D2 ag: -0.5; D2 antag: -1; RXFP1 antagonist: -6; D2 potentiator: -2; D1 ag: 4; D1 antagonist: -19

What do the screens show for `Cn1c(CCC(=O)Nc2ccc(F)cc2)nc2cc(S(=O)(=O)N3CCOCC3)ccc21`?
RXFP1 ag: 2.1%; TRHR PAM: 1; D1 PAM: -8; D2 ag: 0.1; D2 antag: 0; RXFP1 antagonist: 8; D2 potentiator: -5; D1 ag: 0; D1 antagonist: 3

What do the screens show for `Cc1onc(-c2c(Cl)cccc2Cl)c1C(=O)ONC(=O)c1cc(C(F)(F)F)cc(C(F)(F)F)c1`?
RXFP1 ag: -1.9%; TRHR PAM: 1; D1 PAM: 1; D2 ag: -2.6; D2 antag: -35; RXFP1 antagonist: 4; D2 potentiator: 0; D1 ag: 3; D1 antagonist: 3

Results for COc1ccc(C(C(=O)Nc2ccc(C(C)C)cc2)N(C)C(=O)c2ccc(=O)[nH]c2)cc1 (stereo not drawn) ?
RXFP1 ag: -0.2%; TRHR PAM: -2; D1 PAM: 1; D2 ag: -0.3; D2 antag: -10; RXFP1 antagonist: -19; D2 potentiator: 2; D1 ag: 0; D1 antagonist: 21

What do the screens show for `O=C(c1cccnc1)N1CCN(S(=O)(=O)c2ccc3ccccc3c2)CC1`?
RXFP1 ag: 0.6%; TRHR PAM: 3; D1 PAM: -2; D2 ag: -1.1; D2 antag: 15; RXFP1 antagonist: 1; D2 potentiator: -3; D1 ag: -1; D1 antagonist: -23

What do the screens show for `CCOCCCNC(=O)C(NC(=O)c1ccc(NC(C)=O)cc1)c1ccc(Cl)cc1` (stereo not drawn)?
RXFP1 ag: 1.8%; TRHR PAM: -3; D1 PAM: -7; RXFP1 antagonist: -2; D1 ag: 0; D1 antagonist: 10

What do the screens show for `CC(C)[C@H](NC(=O)N1CC(=O)Nc2ccccc21)C(=O)N[C@H](Cc1c[nH]c2ccccc12)C(=O)O`?
RXFP1 ag: -0.2%; TRHR PAM: -3; D1 PAM: -4; D2 ag: -0.7; D2 antag: 18; D2 potentiator: -9; D1 ag: 3; D1 antagonist: 12

How did CC(C)Cn1c(SCC(=O)N2CCN(C(=O)c3ccco3)CC2)nc2ccccc2c1=O do in these assays?
RXFP1 ag: -2.7%; TRHR PAM: 0; D1 PAM: 1; D2 ag: 0.4; D2 antag: 10; RXFP1 antagonist: 1; D2 potentiator: 0; D1 ag: 1; D1 antagonist: 11

How did Cc1ccc(Cn2c(=N)c(C(=O)NC3CCCCC3)cc3c(=O)n4ccccc4nc32)cc1 do in these assays?
RXFP1 ag: 0.1%; TRHR PAM: 1; D1 PAM: -1; D2 ag: 7.4; D2 antag: -51; RXFP1 antagonist: 4; D2 potentiator: -14; D1 ag: 1; D1 antagonist: 2

Results for O=C1c2ccccc2C(=O)N1CC(=O)N1c2ccccc2CCc2ccccc21 ?
RXFP1 ag: -3.8%; TRHR PAM: -11; D1 PAM: 1; D2 ag: 0.4; D2 antag: 5; RXFP1 antagonist: 3; D2 potentiator: 8; D1 ag: 4; D1 antagonist: -2

Results for CCOc1ccc(CNS(=O)(=O)c2c(C(=O)N3CCCC3)c(C)n(C)c2C)cc1OC ?
RXFP1 ag: -1.9%; TRHR PAM: 3; D1 PAM: -1; D2 ag: 0.5; D2 antag: 21; RXFP1 antagonist: 35; D2 potentiator: 16; D1 ag: 5; D1 antagonist: -2

Nothing new here: entries from further up.
What do the screens show for `Cc1cc(C(=O)N2CCCC(N3CCN(c4cccc(C(F)(F)F)c4)CC3)C2)c(C)o1` (stereo not drawn)?
RXFP1 ag: 24%; TRHR PAM: 4; D1 PAM: 1; D2 ag: -0.5; D2 antag: -1; RXFP1 antagonist: -6; D2 potentiator: -2; D1 ag: 4; D1 antagonist: -19

What do the screens show for `Cn1c(CCC(=O)Nc2ccc(F)cc2)nc2cc(S(=O)(=O)N3CCOCC3)ccc21`?
RXFP1 ag: 2.1%; TRHR PAM: 1; D1 PAM: -8; D2 ag: 0.1; D2 antag: 0; RXFP1 antagonist: 8; D2 potentiator: -5; D1 ag: 0; D1 antagonist: 3

What do the screens show for `Cc1onc(-c2c(Cl)cccc2Cl)c1C(=O)ONC(=O)c1cc(C(F)(F)F)cc(C(F)(F)F)c1`?
RXFP1 ag: -1.9%; TRHR PAM: 1; D1 PAM: 1; D2 ag: -2.6; D2 antag: -35; RXFP1 antagonist: 4; D2 potentiator: 0; D1 ag: 3; D1 antagonist: 3

Carrying on.
Results for Cc1ccc(CSc2nc3cccnc3n2Cc2ccc(C(=O)NC3CCCCC3)cc2)cc1 ?
RXFP1 ag: 20µM*; TRHR PAM: 1; D1 PAM: -2; D2 ag: -0.9; RXFP1 antagonist: -4; D2 potentiator: -11; D1 ag: 6; D1 antagonist: 4

What do the screens show for `Cc1ccc(NC(=O)CSc2nc3nccnc3c(=O)n2CCc2c[nH]c3ccccc23)c(C)c1`?
RXFP1 ag: 2.2%; TRHR PAM: -5; D1 PAM: -5; D2 ag: -0.4; RXFP1 antagonist: -9; D2 potentiator: 2; D1 ag: 0; D1 antagonist: 14

Results for O=C(CCc1nc2ccccc2c(=O)[nH]1)NNC(=O)COc1ccc(Br)cc1 ?
RXFP1 ag: 1.7%; TRHR PAM: 7; D1 PAM: -2; D2 ag: -0.5; D2 antag: -17; RXFP1 antagonist: -14; D2 potentiator: -3; D1 ag: 7; D1 antagonist: -19

How did Cc1ccc(CSCc2nnc(SCC(=O)N3CCN(c4ccccc4)CC3)n2C)cc1 do in these assays?
RXFP1 ag: 1.3%; TRHR PAM: 12; D1 PAM: -1; D2 ag: 0.2; D2 antag: -13; RXFP1 antagonist: -16; D2 potentiator: -3; D1 ag: 12; D1 antagonist: -4

What do the screens show for `Cc1cc(=O)n2nc(N3CCCC(C(=O)NCc4cccc(Br)c4)C3)sc2n1` (stereo not drawn)?
RXFP1 ag: 5.9%; TRHR PAM: -6; D1 PAM: -3; D2 ag: -0.8; D2 antag: -36; RXFP1 antagonist: -17; D2 potentiator: -9; D1 ag: 1; D1 antagonist: -26

What do the screens show for `COc1ccccc1N1CCN(CCCNC(=O)C2CCCN(c3ncnc4c3nc3n4CCCCC3)C2)CC1` (stereo not drawn)?
RXFP1 ag: 2.9%; TRHR PAM: -3; D1 PAM: -12; D2 ag: -0.2; D2 antag: 76*; RXFP1 antagonist: -5; D2 potentiator: 5; D1 ag: 0; D1 antagonist: -28

What do the screens show for `CCOc1ccc(S(=O)(=O)N2CCC(C(N)=O)CC2)c2ccccc12`?
RXFP1 ag: -0.5%; TRHR PAM: -7; D1 PAM: -2; D2 ag: 0.1; D2 antag: 2; RXFP1 antagonist: -8; D2 potentiator: 0; D1 ag: 4; D1 antagonist: 0

Results for Cc1cc(Cl)ccc1N(CC(=O)NCc1ccccc1)S(C)(=O)=O ?
RXFP1 ag: -0.1%; TRHR PAM: 4; D1 PAM: -4; D2 ag: 0.6; D2 antag: -3; RXFP1 antagonist: -5; D2 potentiator: 9; D1 ag: 8; D1 antagonist: -3

How did Cc1nnc(SCC(=O)Nc2cc(S(=O)(=O)N3CCOCC3)ccc2C)s1 do in these assays?
RXFP1 ag: 5.0%; TRHR PAM: -3; D1 PAM: 0; D2 ag: -0.1; D2 antag: 15; RXFP1 antagonist: 10; D2 potentiator: -7; D1 ag: 6; D1 antagonist: -10

These rows are one share of the data; rates above refer to the full screens.
